High-throughput results from PubChem BioAssay.
AmpC det inh: AmpC beta-lactamase inhibition, detergent assay; Potency, µM (series often up to 28.7 µM), for the others: top-dose activity change, negative = inhibition; AID 584; P00811; purified AmpC, nitrocefin hydrolysis with detergent; 71,000 tested, 0.09% active; active means well fitted curve in the direction sought with a large enough effect
Target sequence (P00811 whole entry, looked up): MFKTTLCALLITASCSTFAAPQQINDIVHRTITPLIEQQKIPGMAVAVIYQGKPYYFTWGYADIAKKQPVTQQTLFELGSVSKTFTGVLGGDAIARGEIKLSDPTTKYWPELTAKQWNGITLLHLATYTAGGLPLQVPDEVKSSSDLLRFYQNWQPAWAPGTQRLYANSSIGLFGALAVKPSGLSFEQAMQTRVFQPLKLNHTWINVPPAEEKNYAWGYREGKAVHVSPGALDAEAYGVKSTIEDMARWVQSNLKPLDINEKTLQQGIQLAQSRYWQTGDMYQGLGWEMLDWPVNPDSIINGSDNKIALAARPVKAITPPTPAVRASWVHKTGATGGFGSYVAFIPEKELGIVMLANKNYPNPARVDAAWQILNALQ
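E. coli AmpC (5.3 nM) in 20 mM phosphate pH 7.0 with 0.01% Triton X-100, preincubated 15 min RT with compound; nitrocefin (2 uL of 800 uM stock) hydrolysis followed by 480 nm absorbance every 20 s over 4 min.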
An asterisk follows results filed as active; [ ] = dose if it differs, or a comment. On the % scale 0 is the no-effect control and ±100 the full control effect; potency means the concentration at half of the fitted maximal effect. Only part of the results is shown; rates above refer to the full screens.

SMILES	AmpC det inh
Cc1ccccc1NC(=O)C1CC(=O)N(c2ccccc2F)C1 (configuration not stated)	-1%
COC(=O)C1CCN(C(=O)COc2ccc(Cl)cc2)CC1	-5%
O=C(c1ccco1)N1CCC2(CCCN(c3ncccn3)C2)CC1	-2%
CC(C)(C)CC(C)(C)c1ccc(O)c(C[N+](C)(C)[O-])c1	-2%[5.75 µM]
CC1=NC2(CCCc3c2no[n+]3[O-])N(O)C1(C)C (configuration not stated)	-5%
CCCc1cc(=O)n2[nH]c(NCc3ccc(Cl)cc3Cl)nc2n1	-1%
CCCC1CCC(C(=O)Nn2cnc3ccccc3c2=O)CC1 (configuration not stated)	-2%
Cc1cccc(-n2c(O)c(C=NCc3cccnc3)c(=O)[nH]c2=O)c1C	0%
CC(=O)Nc1ccccc1-c1nc2ccc(C(=O)N3CCN(c4ccccc4)CC3)cc2[nH]c1=O	11%
CC(C)(C)NC(=O)C(c1ccncc1)N(C(=O)CNC(=O)c1ccco1)c1ccc2c(c1)OCO2 (configuration not stated)	-4%
CCOC(=O)c1c(NC(=O)Cn2c(C)nc3ccccc32)sc2c1CCC2	13%
O=C(CSc1nnc(-c2ccc3c(c2)OCCO3)o1)NC1CCCCC1	3%
O=C(Nc1nc(-c2ccc(S(=O)(=O)N3CCCC3)cc2)cs1)C1COc2ccccc2O1 (configuration not stated)	-2%
Cc1ccc(-c2ccc(=O)n(CC(=O)Nc3cccc(C(=O)N4CCN(C)CC4)c3)n2)cc1	-3%
CCN(CC)C(=O)CN(C)S(=O)(=O)c1cccc2nsnc12	-2%
Cc1nc(SCC(=O)N(C)Cc2ccco2)c2c(C)c(C)sc2n1	-2%
O=C(CSc1nnc2ccccn12)N1CCc2ccccc2C1	8%
Nc1ccc(C2CCCc3nonc32)c2nonc12 (configuration not stated)	7%
CC1CCCN(c2nc3c(c(=O)n(C)c(=O)n3C)n2CCSc2nc3ccccc3o2)C1 (configuration not stated)	-2%
O=C(c1ccco1)N1CCN(C(=O)C2CCCN(S(=O)(=O)Cc3ccccc3)C2)CC1 (configuration not stated)	6%
CCNc1ncc2nc(-c3ccccc3)c(=O)n(Cc3ccc(F)cc3)c2n1	8%
CN1CCCN=C1/C=C\c1cccs1	-3%[12.8 µM]
CCCC(=O)N(Cc1cc2cc(C)ccc2[nH]c1=O)c1ccccc1OC	-3%
CC(=O)Nc1ccc(S(=O)(=O)N2CCN(S(=O)(=O)N3CCCCCC3)CC2)cc1	-3%
COC(=O)C(CCCCNC(=O)OCc1ccccc1)NC(=O)CN (configuration not stated)	-3%
COc1ccc(C(=O)COC(=O)CCN=C2NS(=O)(=O)c3ccccc32)cc1OC	-1%
COc1ccc(NC(=O)c2ccc3c(=O)n(Cc4ccco4)c(=S)[nH]c3c2)c(OC)c1	14%
Cn1ncc2c(Cl)ncnc21	-5%[5.75 µM]
COc1ccc(NC(=O)N2CCC(c3nc(-c4cccs4)no3)CC2)cc1	-7%
CCCN(CCC)S(=O)(=O)c1ccc(C(=O)N2CCC(=O)c3ccccc32)cc1	5%
CC[C@H]1[C@@H]2C[C@@H]3[C@@H]4N(C)c5ccccc5[C@@]45C[C@@H]([C@H]2[C@@H]5O)N3[C@@H]1O	-1%
CCc1cccc2c(=O)c(C(=O)NCCN3CCOCC3)c[nH]c12	8%
CCc1nnc(SCc2cn3c(C)cc(C)nc3n2)n1N	-1%
Cc1ccnc(-n2c(-c3ccco3)nc3ccccc3c2=O)c1	-1%
Cc1ccc(S(=O)(=O)O[C@H]2C[C@@H](C(C)(C)C)CC[C@@H]2c2ccccc2)cc1	-4%[5.75 µM]
Cc1cc(C)n2nnnc2c1C#N	14%
COC(=O)[C@@H]1C[C@H]1[C@@H](NP(=O)(c1ccccc1)c1ccccc1)c1ccccc1	-1%
Cc1cc(C)n(S(=O)(=O)c2cccc(Cl)c2Cl)n1	8%
COC(=O)c1nnn(CC(=O)Nc2cccc(Cl)c2)c1C(=O)OC	-4%
CCOC(=O)c1[nH]c(C)c(C(=O)NCc2ccc(OC)cc2)c1C	9%
CCn1c(SCC(=O)NCCc2ccc(OC)c(OC)c2)nc2c1c(=O)n(C)c(=O)n2C	13%
Brc1cc2c(cc1Cn1c(-c3cncs3)nc3ccccc31)OCO2	-6%
CCCCOC(=O)CCNc1n[nH]c(=O)[nH]c1=O	17%
COc1ccccc1CCn1c(=O)c(-c2ccc(Cl)cc2)nc2cncnc21	1%
Brc1ccc(Oc2ccc(Br)cc2Br)c(Br)c1	13%
CCn1c(CC(=O)Nc2cccc(OC)c2)nnc1SCC(=O)Nc1nccs1	-2%
CCOC(=O)c1sc2ncn(C(C)C(=O)OCC)c(=O)c2c1C (configuration not stated)	10%
COc1cccc(-c2cc(C(F)(F)F)n3ncc(C(=O)O)c3n2)c1	5%
N#Cc1cc2ccccc2nc1SCC(=O)Nc1ccc(S(=O)(=O)N2CCCC2)cc1	14%
CCc1cc(C)cc(OCCNC(=O)c2ncn[nH]2)c1	-7%
(continued)
SMILES	AmpC det inh
O=C1c2oc3ccc(F)cc3c(=O)c2C(c2ccccc2)N1CC1CCCO1 (configuration not stated)	-1%
COc1cc(OC)c(C2C3=C(CCCC3=O)Nc3nc4ccccc4n32)cc1OC (configuration not stated)	-3%
Cc1onc(-c2ccccc2)c1C(=O)n1cccn1	-7%
O=C(Cn1cnc2c(nnn2Cc2ccc(F)cc2)c1=O)N1CCCCC1	7%
O=C(CCCn1c(=S)[nH]c2cc3c(cc2c1=O)OCO3)N1CCN(c2ccccc2F)CC1	-7%
Cc1ccc(CCNC(=O)C2CCC(=O)N2Cc2cccnc2)cc1 (configuration not stated)	-7%
O=C(CSc1nnc(-c2ccoc2)o1)N1CCOCC1	-2%
CCOC(=O)c1cnn(-c2ccccc2)c1NC(=O)c1ccccc1	8%
O=C(CNC(=O)c1ccccc1C(=O)O)c1ccccc1	-4%
Cn1cnc2cc(OC(=O)c3ccccc3)ccc21	13%
Cc1cc(O)c(-c2cc(O)c(C)cc2O)cc1O	-4%[5.75 µM]
COc1ccc(CCN(Cc2cc3cc4c(cc3[nH]c2=O)OCO4)C(C)=O)cc1OC	4%
O=CC=O	7%
O=C(O)CSc1nnc(Cn2c(=O)sc3ccccc32)n1-c1cccc(Cl)c1	-2%
Cc1cc(C)n(CC(O)Cn2c3ccccc3c3ccccc32)c(=O)n1 (configuration not stated)	10%
COc1ccc(CNc2ncnc3ccc(-c4ccccc4CN(C)C)cc23)c(OC)c1	8%
CCCCN(CCCC)C(=O)CN(C)S(=O)(=O)c1ccc2c(c1)n(C)c(=O)c(=O)n2C	-1%
COCc1c(C(=O)OCc2nc(N)nc(Nc3ccccc3C)n2)oc2ccccc12	-4%
CC(C(=O)NC1CCCC1)N(Cc1ccc2c(c1)OCO2)C(=O)c1snc(C(N)=O)c1N (configuration not stated)	9%
O=C(COc1ccccc1F)NC1CC1	-2%
C=CCSc1nnc(-c2ccc(Cl)cc2Cl)o1	-1%
O=C(NCc1cccs1)c1noc2c1CCCC2	-4%
O=C1N2CCSC2=NC1(Nc1nccs1)C(F)(F)F (configuration not stated)	-6%
O=c1cnc2cnc(Oc3ccccc3)nc2n1Cc1cccs1	-3%
COc1cc(NC(=O)c2ccco2)c(OC)cc1NC(=O)Nc1ccccc1Cl	1%
COC(=O)c1ccc2c(c1)N(Cc1cc(C)ccc1C)C(=O)c1ccccc1S2=O (configuration not stated)	13%
O=C1C2C3C=CC(C3)C2C(=O)N1c1cccc(N2C(=O)C3C4C=CC(C4)C3C2=O)n1 (configuration not stated)	10%
O=C(COc1ccccc1O)N1CCN(C(=O)c2ccco2)CC1	-3%
O=C1c2ccccc2C(=O)N1Cc1nc2ccccc2c(=O)n1-c1ccc(Br)cn1	-4%
Cc1ccc(C(C(=O)NC(C)(C)C)N(C(=O)c2csnn2)c2ccccc2F)o1 (configuration not stated)	3%
CC(C)(C)Nc1nc(OCC(F)(F)F)nc(OCC(F)(F)F)n1	2%
COC(=O)C(C)Sc1nnc(-c2ccncc2)o1 (configuration not stated)	5%
CC(C)(C)c1ccc(O)c(CN(Cc2cc(C(C)(C)C)ccc2O)C2CCCCC2)c1	17%[5.75 µM]
Cn1c(=O)n(C)c2cc(NS(=O)(=O)c3ccc4c(c3)CCCC4)ccc21	-2%
Cc1ccc(-c2nnc(CSc3nc4cc5c(cc4cc3C)OCO5)o2)cc1	8%
O=S(=O)(c1ccc(S(=O)(=O)N2CCN3CCCC3C2)cc1)N1CCCC1 (configuration not stated)	3%
Cc1nc2ccccc2c2oc(C(=O)NCCCN3CCC(C)CC3)cc12	0%
C/C=C1\C(=O)C[C@@H]2[C@@H]3CCC4=CC(=O)CC[C@@]4(C)[C@H]3CC[C@@]12C	0%
COc1ccccc1-c1ccc2ncnc(NCCN3CCOCC3)c2c1	13%
Cc1onc(-c2ccccc2)c1C(=O)Nc1nnc(N(C)Cc2ccccc2)s1	10%
O=C(CNS(=O)(=O)c1cccc2nonc12)NCc1ccc(F)cc1	-1%
c1ccc(CCn2nnnc2CN2CCC(n3nnc4ccccc43)CC2)cc1	-4%
CCCN[C@@H](C)C(=O)Nc1ccccc1C	-1%[12.8 µM]
COc1cc(CCC(=O)N2CCN(c3ccc(N4CCOCC4)nn3)CC2)cc(OC)c1OC	9%
COc1ccc(Cn2c(N)c(C(=O)NCc3ccco3)c3nc4ccccc4nc32)cc1	8%
COC(=O)C1CCN(C(=O)c2sc3nc(-c4ccc(F)cc4)cn3c2C)CC1	1%
CCOc1ccc(-n2cnnn2)cc1S(=O)(=O)NCCc1ccc(OC)c(OC)c1	-3%
c1ccc(OCCSc2nnnn2C2CCCCC2)cc1	-2%
COc1ccccc1NC(=O)C1CCCN(S(=O)(=O)c2cnc[nH]2)C1 (configuration not stated)	12%
O=C(Nc1ccccc1)OC[C@H](CN1CCCCC1)OC(=O)Nc1ccccc1	-2%[12.8 µM]
Other structures.
SMILES	AmpC det inh
CCCCn1c(SCC(=O)OC)nc2c1c(=O)n(C)c(=O)n2C	17%
Cc1ccccc1-c1nc(N2CCN(C)CC2)c2ccccc2n1	10%
c1ccc(Cn2c(CSc3nnnn3-c3ccccc3)nc3ccccc32)cc1	0%
CCc1ccc(NC2CC(=O)N(c3ccc(OC)cc3OC)C2=O)cc1 (configuration not stated)	-1%
COc1ccc(OC)c(/C=c2\sc3nc(-c4cccs4)nn3c2=O)c1	10%
O=C1CC(N2CCN(c3ccc(F)cc3)CC2)C(=O)N1Cc1cccs1 (configuration not stated)	0%
CCc1ccccc1N1CC23C=CC(O2)C(C(=O)OCC(C)C)C3C1=O (configuration not stated)	8%
COc1ccc(CCNC(=O)CCN2C(=O)COc3ccc(C)cc32)cc1OC	-5%
CCC(=O)N1c2ccc(S(=O)(=O)CCC(=O)NC3CCCC3)cc2CC1C (configuration not stated)	12%
O=C(NCc1ccco1)c1cccn2c(=O)c3cc(Br)ccc3nc12	0%
O=C(NC1CCCCC1)N1CCC(n2c(=O)[nH]c3ccccc32)CC1	18%
CCOc1ccc(-c2nnc3ccc(SCc4ccc(C(=O)OC)o4)nn23)cc1	-6%
C=CCN1C(=O)CSc2ccc(C(=O)N3CCC4(CC3)OCCO4)cc21	-2%
CCOC(=O)CCCCC(=O)c1[nH]c(=O)[nH]c1CN1CCOCC1	-7%
Cc1cc(NC(=O)CSc2nnc(Cn3c(=O)sc4ccccc43)n2-c2ccccc2C)no1	5%
COCC(C)NS(=O)(=O)c1ccc(NC(=O)C(Cc2ccccc2)NC(N)=O)cc1 (configuration not stated)	-7%
CCN(CC)CP(=O)(c1ccccc1)c1ccccc1	-1%
Cn1c(SC/C=C/c2ccccc2)nnc1-c1ccco1	-1%
O=S(=O)(Nc1cccnc1)c1cccc(C(F)(F)F)c1	2%
CCCOc1ccc(-c2nnc(-c3ccncc3)o2)cc1	11%
O=C(NCCCN1CCOCC1)c1cc(-c2ccc(F)cc2)on1	10%
Cc1cc(C)cc(-n2ccnc2SCC(=O)Nc2ccc3c(c2)OCCO3)c1	-5%
O=c1c(N2CCOCC2)nsn1Cc1ccccc1	3%
CC(C)c1ccc(C(O)c2cnc(C(C)C)n2C)cc1 (configuration not stated)	18%
